PTHR1 agonist = agonists of human PTHR1 parathyroid hormone receptor; actives 0.075% (n = 410,000); HEK293 GP2 PTHR1 cells, GloSensor cAMP luminescence, 1 h; Q03431; Potency, µM (titrated, usually from 115 µM), without a hit: at the top dose activation, usual class: activators; further: nearly all actives have a fitted effect of over 55% in size; some results filed as inactive show a strong effect at the top dose; inactives centre near -15; many of its hits are not listed in these tables
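HEK-293-derived GP2 cells expressing PTHR1 and a GloSensor cAMP reporter, 3,000/well, plated overnight, given luciferin plus IBMX (each 0.5 mM as added) for 1 h at 37 °C, then compound for 1 h at 37 °C. Luminescence was read after 15 min at room temperature.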
EPAC1 antagonist = blocks human EPAC1 exchange factor; Potency, µM (top dose mostly 115 µM), inactives show at the highest dose activity change, negative = inhibition, hits mostly inhibitors; AID 720709; EPAC1 GEF assay, Rap1b-BODIPY-GDP exchange fluorescence; actives 0.14% (n = 360,000); O95398;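 further: plate controls were vehicle for no effect and positive control for full effect; nearly all actives have a fitted effect of over 50% in size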
Target sequence (O95398 whole entry, looked up): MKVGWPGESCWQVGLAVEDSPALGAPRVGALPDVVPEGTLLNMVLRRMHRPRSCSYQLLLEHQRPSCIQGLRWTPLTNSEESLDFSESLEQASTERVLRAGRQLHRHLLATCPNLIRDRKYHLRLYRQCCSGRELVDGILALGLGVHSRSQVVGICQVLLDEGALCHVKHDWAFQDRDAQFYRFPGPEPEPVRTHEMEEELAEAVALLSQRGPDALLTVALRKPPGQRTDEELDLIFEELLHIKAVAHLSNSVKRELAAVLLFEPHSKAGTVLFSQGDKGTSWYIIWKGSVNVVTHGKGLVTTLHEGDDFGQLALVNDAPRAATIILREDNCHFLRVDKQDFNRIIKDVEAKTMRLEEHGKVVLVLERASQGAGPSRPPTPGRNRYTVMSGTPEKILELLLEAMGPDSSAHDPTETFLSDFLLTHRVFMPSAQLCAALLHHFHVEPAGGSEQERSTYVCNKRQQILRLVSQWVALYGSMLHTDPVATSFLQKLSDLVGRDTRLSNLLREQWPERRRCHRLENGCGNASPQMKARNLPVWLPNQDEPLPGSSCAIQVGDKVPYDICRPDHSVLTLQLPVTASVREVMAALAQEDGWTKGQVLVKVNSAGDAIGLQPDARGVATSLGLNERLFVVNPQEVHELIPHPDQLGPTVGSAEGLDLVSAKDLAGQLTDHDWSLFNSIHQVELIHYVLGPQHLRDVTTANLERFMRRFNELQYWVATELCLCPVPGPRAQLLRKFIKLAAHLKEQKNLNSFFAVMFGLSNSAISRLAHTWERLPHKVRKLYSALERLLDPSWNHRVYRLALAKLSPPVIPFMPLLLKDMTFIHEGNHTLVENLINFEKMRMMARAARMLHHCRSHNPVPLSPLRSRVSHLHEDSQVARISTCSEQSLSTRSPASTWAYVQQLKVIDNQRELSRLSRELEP
EPAC2 agonist = activates human EPAC2 exchange factor | Q8WZA2 | EPAC2 activation, biochemical qHTS; response scale: 100% = 6.5 mM cAMP response | Potency, µM (titrated, usually from 154 µM), for inactives: at the top dose activation, actives largely listed as activators | actives 0.079% (n = 360,000); further: nearly all actives have a fitted effect of over 50% in size
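Compounds were titrated in qHTS against a Rap1B-BODIPY-GDP (250 nM) complex with EPAC2 (100 nM) and GDP (50 uM). BODIPY-GDP release tracked at 480/540 nm over 30 min at room temperature, normalized to 6.5 mM cAMP.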
TDP-43 yeast inh = inhibitors of TDP-43 toxicity in yeast. TDP-43 expressing yeast growth rescue, BacTiter-Glo, 24 h. Potency, µM (top dose mostly 46.1 µM), for the others: at the top dose growth rescue (activation), actives largely listed as activators. actives 1.8% (n = 410,000). AID 652104; further: % of control where 0% means no effect; nearly all actives have a fitted effect of over 50% in size
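Yeast cells expressing TDP-43 under galactose induction are exposed to compounds for 24 hr at 30 deg C. BacTiter-Glo luminescence measures growth, so protective compounds score as activators.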
FUS yeast rescue = suppressors of FUS proteinopathy in yeast | S. cerevisiae FUS-expressing, growth rescue, OD600, 24 h | Potency, µM (doses to about 76.6 µM), inactives show at the highest dose growth rescue (activation), most hits filed as activators | actives 0.24% (n = 390,000) | AID 1347120;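 further: plate controls were DMSO vehicle for no effect and reference control for full effect; nearly all actives have a fitted effect of over 55% in size; some results filed as inactive show a strong effect at the top dose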
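FUS-expressing yeast, raffinose-pregrown, induced in 2% galactose minimal medium at OD 0.005; compounds in a dilution series, 24hr at 30C. Growth restoration read as absorbance at 600 nm. CP55940 positive control, DMSO negative.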
aSyn yeast inh = alpha-synuclein toxicity inhibition in yeast | Yeast expressing alpha-synuclein, growth rescue, BacTiter-Glo, 24 h | Potency, µM (doses to about 46.1 µM), inactives show top-dose growth rescue (activation), hits mostly activators | actives 0.14% (n = 370,000) | AID 652106; further: % of control where 0% means no effect; nearly all actives have a fitted effect of over 65% in size
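Galactose-induced alpha-syn yeast (OD600=0.02, raffinose-pregrown) + pinned cpd, 24 hr, 30 deg C; growth by BacTiter-Glo luminescence. Growth restoration scores as activation.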
EPAC1 agonist = agonists of human EPAC1 | EPAC1 agonist qHTS, biochemical assay; response scale: 100% = response to 6.5 mM cAMP | Potency, µM (highest dose often 154 µM), inactives show at the top dose activation, most hits filed as activators | actives 0.073% (n = 360,000) | AID 720707; further: nearly all actives have a fitted effect of over 60% in size
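Compounds were pinned as a concentration titration into mixtures of EPAC1 (100 nM), BODIPY-GDP-loaded Rap1B (250 nM) and GDP (50 uM). After 5 min at room temperature, fluorescence was followed for 30 min; activity was scaled to 6.5 mM cAMP.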
EPAC2 antagonist = blocks human EPAC2 exchange factor. EPAC2 GEF exchange of Rap1B-BODIPY-GDP, fluorescence. Potency, µM (doses to about 114 µM), without a hit: top-dose activity, negative = inhibition, hits mostly inhibitors. actives 0.18% (n = 360,000). AID 720708; further: on the % scale 0 is the no-effect control and ±100 the full control effect; nearly all actives have a fitted effect of over 45% in size; many of its hits are not listed in these tables
Numbers without * were called inactive; i = inactive; ? = inconclusive; . = not tested or not shown; [ ] = another dose, or the depositor's remark. The call rests on the fitted dose curve; in most records, active means well fitted curve in the direction sought with a large enough effect; inconclusive means small, poorly fitted or top-dose-only effect, or another doubt; inactive means no such curve, though single readings can be large; an effect the other way counts as inactive or inconclusive. Potency means the concentration at half of the fitted maximal effect. An excerpt, so the mix of outcomes need not match the whole.

Start of the data: the first eleven entries, to show the layout:
SMILES | PTHR1 agonist | EPAC1 antagonist | EPAC2 agonist | TDP-43 yeast inh | FUS yeast rescue | aSyn yeast inh | EPAC1 agonist | EPAC2 antagonist
Nc1ccc(O)c2c(=O)cc(-c3ccccc3Cl)oc12 | -16% | -15% | -4% | 18% | 2% | 1% | -5% | 6%
COc1ccccc1OCc1ccc(C(=O)N2CCN3CCCC3C2)cc1 (centres undefined) | i | 11% | -1% | -5% | 14% | 9% | -3% | 4%
O=C(C[C@H]1C[C@H](C(=O)N2CCOCC2)[C@@]2(CCC3CCCC3)c3[nH]c4ccc(Cl)cc4c3CCN2C1=O)NCCCn1ccnc1 | -8% | ? | 2% | 22% | 33% | -2% | -10% | -12%
Nc1c(-c2ccccc2)sc2ccc3ccccc3[n+]12 | -6% | -16% | 8% | 10% | 8% | -10% | 8% | ?
COc1ccc(CNC(=O)Nc2cn(CC(C)C)c(=O)c3ccccc23)cc1 | -3% | . | . | 9% | -15% | 0% | . | .
CSC(=S)N/N=C/c1ccccc1 | i | 9% | 0% | -19%[0.397 µM] | 5% | -7% | -4% | -4%
O=C1CCCCCN1CSc1nc2ccccc2s1 | -4%[57.5 µM] | 0% | -10% | ? | -5% | 1% | 0% | 2%[57.1 µM]
O=C(Nc1ccc(Cl)cc1C(F)(F)F)c1ccccc1Cl | -77%[inhibitor] | 2% | 3% | ? | 1% | -1% | -4% | 5%
Cn1c(SCC(=O)N/N=C/C=C/c2ccccc2[N+](=O)[O-])nc2ccccc21 | -7% | 4% | 2% | 4% | . | -8% | -7% | 13%
O=C(O)C1C2CCC(O2)C1C(=O)NCc1ccccc1Br (centres undefined) | -6% | -7% | 2% | -27% | 10% | -2% | -3% | 30%
NC(=O)CSc1nnc(-c2ccoc2)o1 | i | -6% | -4% | 6% | -3% | -2% | -9% | 2%

The listing (from the top)
SMILES | PTHR1 agonist | EPAC1 antagonist | EPAC2 agonist | TDP-43 yeast inh | FUS yeast rescue | aSyn yeast inh | EPAC1 agonist | EPAC2 antagonist
Nc1ccc(O)c2c(=O)cc(-c3ccccc3Cl)oc12 | -16% | -15% | -4% | 18% | 2% | 1% | -5% | 6%
COc1ccccc1OCc1ccc(C(=O)N2CCN3CCCC3C2)cc1 (centres undefined) | i | 11% | -1% | -5% | 14% | 9% | -3% | 4%
O=C(C[C@H]1C[C@H](C(=O)N2CCOCC2)[C@@]2(CCC3CCCC3)c3[nH]c4ccc(Cl)cc4c3CCN2C1=O)NCCCn1ccnc1 | -8% | ? | 2% | 22% | 33% | -2% | -10% | -12%
Nc1c(-c2ccccc2)sc2ccc3ccccc3[n+]12 | -6% | -16% | 8% | 10% | 8% | -10% | 8% | ?
COc1ccc(CNC(=O)Nc2cn(CC(C)C)c(=O)c3ccccc23)cc1 | -3% | . | . | 9% | -15% | 0% | . | .
CSC(=S)N/N=C/c1ccccc1 | i | 9% | 0% | -19%[0.397 µM] | 5% | -7% | -4% | -4%
O=C1CCCCCN1CSc1nc2ccccc2s1 | -4%[57.5 µM] | 0% | -10% | ? | -5% | 1% | 0% | 2%[57.1 µM]
O=C(Nc1ccc(Cl)cc1C(F)(F)F)c1ccccc1Cl | -77%[inhibitor] | 2% | 3% | ? | 1% | -1% | -4% | 5%
Cn1c(SCC(=O)N/N=C/C=C/c2ccccc2[N+](=O)[O-])nc2ccccc21 | -7% | 4% | 2% | 4% | . | -8% | -7% | 13%
O=C(O)C1C2CCC(O2)C1C(=O)NCc1ccccc1Br (centres undefined) | -6% | -7% | 2% | -27% | 10% | -2% | -3% | 30%
NC(=O)CSc1nnc(-c2ccoc2)o1 | i | -6% | -4% | 6% | -3% | -2% | -9% | 2%
COc1ccccc1NC(=O)c1ccc(-c2ccc(Br)cc2)o1 | -11% | -9% | -9% | 19% | -26% | -3% | 7% | -1%
Cc1cccc(NC(=S)N2CCN(S(=O)(=O)c3cccc(F)c3)CC2)c1 | -13% | ? | 19% | 3% | ? | 8% | 7% | -13%
O=C(COC(=O)/C=C/c1cccs1)Nc1cccc(S(=O)(=O)N2CCOCC2)c1 | -2% | -22% | 11% | 7%[9.22 µM] | 20% | -11% | 20% | -16%
COc1ccc(Oc2nc(C)cc(C)c2S(C)(=O)=O)cc1 | i | -6% | -6% | 15% | . | -1% | -6% | 2%
CC(=O)NC(Cc1ccc(C(C)C)cc1)C(=O)NC1CCN(c2nc(C)cc(C)n2)CC1 (centres undefined) | -24% | 9% | -27% | 11% | 14% | 0% | -4% | 17%
CN(Cc1ccccc1)S(=O)(=O)c1cn(C)cn1 | i | -12% | 11% | -3% | 11% | -4% | 4% | -2%
CC1CC2(CCCCC2)Nc2ccc3ccccc3c21 (centres undefined) | -18%[57.5 µM] | 2% | 11% | 17% | 35% | 1% | 11% | -7%
c1ccc(-c2cn3nc(-c4ccccc4)sc3n2)cc1 | -25% | -15% | 7% | 6% | 22% | 10% | 13% | 0%
COC(=O)CNC(=O)c1cccc(F)c1 | -6% | 13% | 3% | 8% | 16% | 1% | -9% | 16%

Brought forward from above: two entries, followed by the next part.
SMILES | PTHR1 agonist | EPAC1 antagonist | EPAC2 agonist | TDP-43 yeast inh | FUS yeast rescue | aSyn yeast inh | EPAC1 agonist | EPAC2 antagonist
c1ccc(-c2cn3nc(-c4ccccc4)sc3n2)cc1 | -25% | -15% | 7% | 6% | 22% | 10% | 13% | 0%
COC(=O)CNC(=O)c1cccc(F)c1 | -6% | 13% | 3% | 8% | 16% | 1% | -9% | 16%
CCCCCc1c(-c2cccc(F)c2)ncn1CCc1ccccc1OC | -53%[inhibitor] | -20% | -8% | ? | 26% | -12% | -23% | ?
CC(=O)NCC(=O)OCC(=O)c1ccc(C)c(C)c1 | i | 1% | 4% | -22% | -2% | 1% | 10% | 9%
CC(C)C(OC(=O)CN1C(=O)COc2ccccc21)C(=O)NC1CCCC1 (centres undefined) | i | 4% | 9% | -13% | 26% | -1% | 11% | -1%
Nc1c(C(=O)NCc2cccs2)nnn1CC(=O)Nc1cccc(Cl)c1 | -3% | -25% | 2% | -1% | 14% | -1% | 5% | -3%
COc1ccccc1C(=O)Nc1nnc([C@@H]2C[C@H](O)[C@@H](CO)O2)s1 | 1% | -6% | 10% | 9% | -26% | 0% | -3% | -3%
CC1Cc2ccccc2N1Cc1cccc([N+](=O)[O-])c1 (centres undefined) | -20% | -12% | 10% | 10% | -8% | -6% | -4% | -10%
COc1ccc(NC(=O)CCC(=O)c2cccs2)c(OC)c1 | i | 4% | 2% | 7% | 20% | 1% | 7% | -2%
O=C(Cn1nc(-c2ccc(Cl)cc2)ccc1=O)NCCc1ccccc1 | 12% | . | . | 5% | -7% | 2% | . | .
CCC(=O)c1ccc(/C=C/c2nc3ccccc3n2C)o1 | -36%[inhibitor] | 12% | 17% | 16% | 7% | -6% | 9% | 1%
O=C1NC(=Nc2ccccc2Cl)S/C1=C\c1cccc([N+](=O)[O-])c1O | -7% | ? | -10% | . | 34% | -73%[inhibitor] | -10% | ?
CN(C)C=Nc1ncc2c([nH]c3ccccc32)c1C#N | -14%[57.5 µM] | -13% | -3% | -13% | 7% | 2% | 7% | -3%
Clc1cc(Br)ccc1OCCOCCN1CCCC1 | -21% | 8% | 3% | 2% | -13% | 4% | 15% | 12%
CC1(C)CC(=O)C([N+](=O)[O-])=C(NCCCC(=O)O)C1 | -2% | -1% | 2% | -15% | . | 3% | 6% | 0%
O=C(c1ccccc1)N1CCN=C1c1ccccc1 | i | 10% | -2% | 6% | . | 0% | 4% | 7%
CC(C)(C)C(=O)c1cn(CC(=O)O)c2ccccc12 | 1% | 24% | 5% | -30% | 11% | -2% | 8% | 3%
CC(=O)Nc1ccc(C(=O)N2CC(=O)NC(=O)C2)cc1 | i | 12% | 15% | -22% | -2% | -1% | 5% | 4%
S=C(Nc1ccccc1Oc1ccccc1)Nc1cccc(Cl)c1Cl | i | -20% | 15% | 22µM* | . | -6% | 4% | -12%
Cc1nc(-c2cccs2)ccc1C(=O)O | i | 3% | -2% | 16% | 9% | 1% | 5% | 12%
O=C(Cc1ccccc1)NC1(Cc2ccc(O)cc2)CCCCC1 | i | -3% | 2% | -21% | 10% | -4% | 2% | 2%
COC(=O)c1ccc(CNC(=O)C(Cc2ccccc2)NC(=O)c2ccccc2)cc1 (centres undefined) | i | -7% | -1% | 17% | -41% | -1% | -7% | 5%
COc1ccc2c(c1)CCc1c(C(=O)NCc3ccc(Cl)cc3)noc1-2 | -1%[57.5 µM] | -7% | -1% | -22% | 10% | 5% | 9% | -3%
Nc1[nH]ncc1-c1ccc(Cl)cc1 | i | 2% | 4% | 0% | -8% | 6% | 4% | 5%
Cc1cccc(N(C(=O)c2ccco2)C(C(=O)NC2CCCC2)c2ccco2)c1C (centres undefined) | 6% | -6% | 14% | -11% | 12% | 8% | -5% | -9%
COc1ccc(C(OC(=O)c2ccco2)C(=O)NC2CCCCC2)cc1OC (centres undefined) | -9% | 9% | 8% | -7% | 3% | -1% | 2% | -9%
Cc1ccc(N(CC(=O)NCC2CCCO2)S(=O)(=O)c2ccccc2)c(C)c1 (centres undefined) | 4% | 1% | 5% | -18% | 20% | 1% | -3% | -12%
Cc1ncc(CSc2nccc(=O)[nH]2)c(CO)c1O | i | 9% | 5% | -1% | -12% | -8% | -4% | 2%

Compound activity deposited in PubChem BioAssay by National Center for Advancing Translational Sciences (NCATS).
